Assay outcomes (PubChem)
LYP inhibition = inhibitors of LYP phosphatase, biochemical, fluorescence intensity, uHTS (AID 1779); recombinant LYP phosphatase, fluorescence intensity; higher % means a stronger effect; inhibition, % at 11.5 µM; hits with a dose series show IC50 in µM; 0.054% of 290,000 active;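 also: plate controls were vehicle with enzyme for no effect and no enzyme for full effect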
M1AAP inhibition = P. falciparum M1AAP inhibitors, biochemical, fluorogenic H-Leu-NHMec substrate, 1536-well (AID 1445) | one-dose inhibition, % at 30 µM; IC50 in µM for titrated hits | 0.42% of 220,000 active | recombinant M1AAP, H-Leu-NHMec fluorogenic kinetic assay; higher % means a stronger effect;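 active = primary inhibition above the hit cutoff, then over 50% inhibition at one or more dose response concentrations, cut at about 23% in these data, passing the limit was not always enough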;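 also: plate controls were DMSO full reaction for no effect and no enzyme background for full effect; strong numbers were not always called active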
TNAP activators = human TNAP enzyme activators, primary screen, biochemical, luminescent, no phosphate acceptor, uHTS (AID 1001); purified TNAP, luminescent activation assay, no phosphate acceptor; higher activation fold means a stronger effect; activation fold at 20 µM; hits with a dose series show EC50 in µM; 0.03% of 200,000 active; in the data active = activation fold from about 3, or a potency from the dose series; inactive = the rest, 99 in 100 with activation fold below about 1.6; also: many of its hits are not listed in these tables
PMI inhibitors = inhibitors of human PMI, primary screen, biochemical, fluorescence intensity, coupled assay (AID 1209) | 0.42% of 190,000 active | inhibition, % at 20 µM; hits with a dose series show IC50 in µM | purified PMI enzyme, coupled fluorescence intensity; higher % means a stronger effect;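 also: plate controls were DMSO vehicle for no effect and wells lacking substrate for full effect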
ER stress rescue = protection against thapsigargin-triggered cell killing – 384-well, CSM14.1, ATP luminescence, primary screen (AID 1222) | CSM14.1 thapsigargin-induced death rescue, ATP luminescence; higher % means a stronger effect | one-dose cellular ATP content (survival), % at 20 µM; EC50 in µM for titrated hits | 190,000 tested, under 10 active;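 active = EC50 below 50 µM in the dose-response confirmation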;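 also: death triggered by thapsigargin at about 15 µM added after 2 h compound pretreatment; cell ATP read after overnight thapsigargin exposure of roughly 18 to 22 hours; normalized against plate controls of thapsigargin alone and 5% DMSO vehicle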
XIAP antagonists = XIAP antagonists, biochemical, IAP family, fluorescence polarization (AID 1018) | 0.007% of 200,000 active | XIAP BIR domain, fluorescence polarization peptide displacement; higher % means a stronger effect | displacement, % at 20 µM; hits with a dose series show IC50 in µM; in the data active = displacement above about 50%; also: a part of the inactive calls stands beside numbers as strong as those of hits
P. falciparum M17LAP = P. falciparum M17LAP inhibitors, primary screen, biochemical, fluorogenic H-Leu-NHMec substrate, 1536-well (AID 1619); recombinant M17LAP, H-Leu-NHMec fluorogenic kinetic assay; higher % means a stronger effect; one-dose inhibition, % at 30 µM; IC50 in µM for titrated hits; 0.38% of 220,000 active;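 active = compound inhibiting the enzyme by more than half at any dose during confirmatory dose-response retesting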;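 also: plate controls were full reaction with DMSO carrier for no effect and no enzyme background for full effect; strong numbers were not always called active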
Myeloid diff MLP = myeloid differentiation induction | ER-HoxA9 myeloid progenitors, lysozyme-GFP differentiation, flow cytometry | calls only at 10 µM | 1% of 360,000 active | AID 624256;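 active = normalized GFP-positive differentiation at or above the plate's own cutoff, the solvent-only control mean plus 3 SD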;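 also: cells exposed to compound for four days before flow analysis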
PMI inhibition = human PMI inhibitors, high substrate, primary screen, biochemical, fluorescence intensity, high mannose 6-phosphate (AID 1220). recombinant PMI enzyme, coupled fluorescence intensity; higher % means a stronger effect. one-dose inhibition, % at 20 µM; IC50 in µM for titrated hits. 0.66% of 190,000 active
Myeloid diff MLP GFP+ MAC1+ % = also measured in Myeloid diff MLP; calls as there; GFP+ MAC1+ double positive, %; measured here: differentiation confirmed by MAC1 staining
The depositor's hits bear a star; i = inactive; . = no result given; + = active, no number. Rule as the data show it, unless noted: active = inhibition above about 50%; inactive = the rest.

[1] Cc1cc(C)c2nc(NC(=O)C3CC(=O)N(Cc4ccco4)C3)sc2c1 (stereo not drawn)
[2] CC(=O)Nc1ccc(S(=O)(=O)N2CCN(CCN3CCOCC3)CC2)cc1Cl
[3] c1csc(Cc2nn3c(-c4ccncc4)nnc3s2)c1
[4] Cc1occc1C(=O)Nc1ccc2c(c1)OCCO2
[5] O=C(Cn1c(=O)n(Cc2ccco2)c(=O)c2c3c(sc21)CCCCC3)c1ccccc1
[6] CC1CCCC(NC(=O)c2ccc3c(=O)n(CC4CCCO4)c(=O)[nH]c3c2)C1C (stereo not drawn)
[7] CCOc1ccc(CNC(=O)CCSCc2ccccc2F)cc1OC
[8] Cc1ccc(-n2nc3ccc(NC(=O)/C=C/c4ccco4)cc3n2)cc1C
[9] Cc1ccc(-n2c(SCC(=O)N3CCCC3)nc3c(c2=O)SCC3)cc1
[10] O=C(O)C1C2C=CC(O2)C1C(=O)NCCC1=CCCCC1 (stereo not drawn)

entry no.	1	2	3	4	5	6	7	8	9	10
LYP inhibition	-1.2%	-2.7%	-8.4%	-3.4%	11.0%	-5.6%	-4.4%	4.7%	-5.7%	-4.7%
M1AAP inhibition	5.2%	4.0%	11.0%	3.0%	17.6%	6.0%	1.0%	13.6%	10.5%	-5.2%
TNAP activators	1.2	.	1.1	1	1.1	1	1.1	1.1	1.1	1.1
PMI inhibitors	6.3%	.	-33.9%	14.3%	8.8%	-0.7%	-1.1%	14.6%	9.4%	-1.9%
ER stress rescue	-2.0%	.	1.1%	-5.4%	10.6%	-0.4%	-0.3%	-1.9%	-1.3%	-1.1%
XIAP antagonists	-1.3%	.	5.2%	-10.6%	-0.6%	-6.5%	-7.2%	-13.9%	-0.6%	9.5%
P. falciparum M17LAP	0.7%	3.2%	24.7%	13.7%	76.6%	4.0%	-3.5%	17.3%	5.2%	3.3%
Myeloid diff MLP	i	i	i	i	i	i	i	i	.	i
Myeloid diff MLP GFP+ MAC1+ %	0.7	1.1	0.5	2.5	4.4	0.9	2.4	1.6	.	1.1
PMI inhibition	7.4%	.	-42.2%	12.0%	1.0%	8.3%	3.0%	12.4%	5.7%	9.9%

[11] O=c1cc(CO)oc(CN2CCCC2)c1O
[12] O=C(Nc1cccc(S(=O)(=O)NC2=NCCCCC2)c1)c1cc(-c2ccccc2Cl)nc2ccccc12
[13] CC(C)Nc1nc(NC(C)C)nc(C(N)=O)n1
[14] C/C=C/c1ccc(OCC(=O)Nc2cc(OC)c(OC)c(OC)c2)c(OC)c1
[15] CC1=CC2=NC(=O)/C(=C\c3cccn3CCOc3ccccc3C)C(=N)N2O1
[16] CN(C)c1oc(COc2ccccc2F)nc1C#N
[17] O=C(CCc1ccc(S(=O)(=O)N2CCOCC2)cc1)Nc1nccs1
[18] O=C1NC(c2ccccc2)=C(c2ccccc2)C1=O
[19] CCc1ccc(NC(=O)c2ccnc(C(C)(C)C)c2)cc1
[20] COc1ccc(CCNc2ccc(C(CC(N)=O)NC(=O)Cc3cccc4ccccc34)cc2[N+](=O)[O-])cc1 (stereo not drawn)

entry no.	11	12	13	14	15	16	17	18	19	20
LYP inhibition	-1.5%	4.4%	-4.4%	7.0%	6.4%	-4.2%	-6.5%	-5.5%	-3.9%	-3.8%
M1AAP inhibition	1.9%	3.0%	-1.7%	7.9%	10.9%	3.2%	0.5%	18.7%	4.5%	5.1%
TNAP activators	1.1	1.1	1.1	1.1	1.1	1	1.1	1	1	.
PMI inhibitors	0.5%	33.6%	3.4%	-0.1%	6.3%	0.9%	4.0%	0.2%	-13.9%	.
ER stress rescue	2.7%	-1.4%	4.7%	-1.7%	-1.1%	.	1.8%	5.2%	1.6%	.
XIAP antagonists	-2.0%	-7.2%	-3.1%	-7.5%	-8.4%	5.0%	-0.6%	-2.1%	-3.3%	.
P. falciparum M17LAP	-8.7%	-14.5%	6.5%	-3.8%	6.4%	8.3%	2.5%	35.0%	3.3%	2.6%
Myeloid diff MLP	i	i	i	i	i	i	i	i	i	i
Myeloid diff MLP GFP+ MAC1+ %	0.7	0.4	0.7	0.9	0.8	1.3	1.0	0.5	1.1	2.0
PMI inhibition	10.9%	18.0%	0.9%	-1.6%	9.6%	-0.8%	5.7%	24.6%	-10.2%	.

[21] Cc1cc(C)c(NC(=O)c2oc3ccccc3c2COc2ccccc2)c(C)c1
[22] Cn1c(C(=O)NC2CC2)cc(=O)n(C)c1=O
[23] Fc1ccc(/C=N/Nc2ncnc3nc[nH]c23)cc1F
[24] O=C(NCc1cccs1)C1CCCN(S(=O)(=O)c2cccc3cccnc23)C1 (stereo not drawn)
[25] COC(=O)c1sc(NC(=O)COc2ccccc2C)nc1C
[26] O=C(Oc1cccc(O)c1)C1CCCCC1
[27] Cc1ccc(C)c(-c2nn(-c3cc(N4CCN(CCO)CC4)ccc3[N+](=O)[O-])c(=O)c3ccccc23)c1
[28] Cc1ccc(Nc2nc(N/N=C/c3c[nH]c4ccccc34)nc(N3CCOCC3)n2)cc1
[29] CCOc1ccc(Br)cc1S(=O)(=O)NCc1ccncc1
[30] CN(C)C(CNC(=S)Nc1cccc(Cl)c1)c1ccccc1 (stereo not drawn)

entry no.	21	22	23	24	25	26	27	28	29	30
LYP inhibition	3.1%	1.2%	-0.9%	-0.4%	-2.9%	-4.9%	-6.0%	2.4%	-0.2%	-1.9%
M1AAP inhibition	2.0%	-1.4%	3.5%	21.9%	-12.5%	4.4%	5.1%	-1.1%	-1.9%	-8.0%
TNAP activators	1	1.1	2.4	1.1	1	1	1	1.2	1	1.1
PMI inhibitors	16.9%	-0.1%	-5.5%	6.9%	1.4%	10.6%	12.1%	15.3%	5.1%	-3.9%
ER stress rescue	-1.2%	3.2%	0.3%	-2.0%	-0.4%	0.0%	2.1%	-3.0%	0.5%	0.2%
XIAP antagonists	-13.2%	-6.9%	-2.8%	-1.5%	-6.1%	-4.5%	-2.6%	-8.3%	-7.3%	-0.8%
P. falciparum M17LAP	-1.9%	9.3%	51.7%	-1.3%	1.5%	-3.8%	4.7%	-4.3%	-0.2%	-2.1%
Myeloid diff MLP	i	i	i	i	i	.	i	i	i	i
Myeloid diff MLP GFP+ MAC1+ %	0.6	0.3	2.8	10.5	0.9	.	0.4	2.7	0.3	1.4
PMI inhibition	2.7%	-3.0%	3.3%	2.0%	7.4%	13.0%	9.5%	4.6%	5.5%	-3.3%

Some values from the results shown.
Cc1ccc(C)c(-c2nn(-c3cc(N4CCN(CCO)CC4)ccc3[N+](=O)[O-])c(=O)c3ccccc23)c1 in ER stress rescue: 2.1%
O=C(NCc1cccs1)C1CCCN(S(=O)(=O)c2cccc3cccnc23)C1 (stereo not drawn) in PMI inhibition: 2.0%

(more compounds)
[31] O=C(c1cnn2c(C(F)F)cc(-c3ccccc3)nc12)N1CCc2ccccc2C1
[32] O=C(N/N=C/c1cc([N+](=O)[O-])ccc1O)c1ccc2c(c1)OCCO2
[33] CC(c1ccccc1C(O)c1ccccc1)N(C)C (stereo not drawn)
[34] N#C/C(=C1\C(=O)Nc2c(Cl)cc(Cl)cc21)c1nnc2n1CCCCC2
[35] Cc1ccc(C(C)C)c(OCCN(C)C)c1
[36] Nc1nnc(SCc2ccc(Cl)cc2)s1
[37] O=C(COC(=O)c1ccc(O)cc1)Nc1cccc(S(=O)(=O)N2CCCCC2)c1
[38] CCOC(=O)CCCCCN(Cc1ccccc1)S(=O)(=O)c1ccc([N+](=O)[O-])cc1
[39] CCN(CC)Cc1cc(C(=O)O)c(C)o1
[40] CC(C)(O)C#Cc1ccc(C(=O)N2CCC(C(N)=O)(N3CCCCC3)CC2)cc1

entry no.	31	32	33	34	35	36	37	38	39	40
LYP inhibition	5.0%	0.1%	-11.6%	-2.8%	-12.7%	-8.0%	-7.4%	-8.3%	-6.8%	-13.0%
M1AAP inhibition	7.7%	-0.2%	-1.2%	20.5%	9.8%	3.3%	11.8%	6.0%	3.6%	0.4%
TNAP activators	1	0.9	1.1	1	1.1	1	.	1	1	1.1
PMI inhibitors	15.4%	2.0%	-2.0%	17.3%	-6.8%	11.6%	.	0.8%	.	-3.6%
ER stress rescue	2.2%	-0.9%	0.1%	-2.6%	-4.2%	0.7%	.	0.6%	3.5%	-0.5%
XIAP antagonists	-11.2%	-1.4%	-3.8%	-7.3%	-6.0%	-6.9%	.	-7.0%	-1.9%	1.0%
P. falciparum M17LAP	-12.8%	-3.7%	-1.9%	8.1%	21.4%	0.7%	14.0%	5.2%	0.5%	8.2%
Myeloid diff MLP	i	i	i	i	i	i	i	i	i	i
Myeloid diff MLP GFP+ MAC1+ %	0.4	2.3	5.5	0.6	0.7	0.8	0.8	0.6	0.5	3.0
PMI inhibition	11.1%	-16.7%	-5.6%	51.0%*	-8.0%	13.9%	.	-7.8%	.	-6.5%

Records 34 to 36, quoted:
[34] N#C/C(=C1\C(=O)Nc2c(Cl)cc(Cl)cc21)c1nnc2n1CCCCC2
[35] Cc1ccc(C(C)C)c(OCCN(C)C)c1
[36] Nc1nnc(SCc2ccc(Cl)cc2)s1

entry no.	34	35	36
LYP inhibition	-2.8%	-12.7%	-8.0%
M1AAP inhibition	20.5%	9.8%	3.3%
TNAP activators	1	1.1	1
PMI inhibitors	17.3%	-6.8%	11.6%
ER stress rescue	-2.6%	-4.2%	0.7%
XIAP antagonists	-7.3%	-6.0%	-6.9%
P. falciparum M17LAP	8.1%	21.4%	0.7%
Myeloid diff MLP	i	i	i
Myeloid diff MLP GFP+ MAC1+ %	0.6	0.7	0.8
PMI inhibition	51.0%*	-8.0%	13.9%

New compounds follow.
[41] C=CCNC(=S)NN=C1CCCCCCC1
[42] N#Cc1c(-c2ccc(C(F)(F)F)cc2)cc(-c2ccccc2)[nH]c1=S
[43] O=C(CC1C(=O)NCCN1Cc1ccc(-c2ccccc2)cc1)NCC1CCOCC1 (stereo not drawn)
[44] COc1ccc(CNC(=S)Nc2ccccc2C)cc1
[45] O=C(Oc1oc(-c2ccco2)nc1C=Nc1ccc(Cl)cc1)c1ccco1
[46] CN1C(=S)N(c2ccccc2)C(=O)/C1=C/c1ccco1
[47] CCOc1ccccc1N1CCN(C(=O)C2c3ccccc3Oc3ccccc32)CC1
[48] COc1ccc(CC(=O)Nc2nc3ccc(F)cc3s2)cc1S(=O)(=O)N1CCOCC1

entry no.	41	42	43	44	45	46	47	48
LYP inhibition	-4.5%	-9.6%	-9.0%	-1.5%	1.7%	7.5%	0.5%	0.5%
M1AAP inhibition	-13.2%	4.4%	1.9%	-1.1%	0.8%	2.1%	7.6%	-0.2%
TNAP activators	1.5	0.9	1.1	1	1.1	1.2	0.9	1.1
PMI inhibitors	6.2%	-23.3%	.	-0.1%	-2.3%	-35.7%	-2.2%	13.7%
ER stress rescue	-2.2%	1.3%	2.3%	-5.0%	-1.7%	-0.1%	-1.4%	-2.0%
XIAP antagonists	-7.9%	-6.2%	-1.7%	-21.7%	1.8%	-5.6%	-2.9%	1.1%
P. falciparum M17LAP	-12.1%	-12.1%	2.8%	6.4%	12.3%	15.5%	-4.6%	5.5%
Myeloid diff MLP	i	+	i	i	i	i	i	i
Myeloid diff MLP GFP+ MAC1+ %	0.3	1.1*	0.1	1.0	0.8	0.0	8.6	1.3
PMI inhibition	6.7%	-21.8%	.	-0.3%	-0.7%	-16.2%	1.4%	15.4%
